PPARg SRC2 recr = agonists of SRC-2 recruitment by human PPARgamma. P37231. PPARgamma LBD-SRC-2 recruitment, biochemical. 200,000 tested, 0.34% active. activation, % at 8 µM; in the data active means activation above about 22%;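 further: 0% = vehicle and 100% = reference agonist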
Target sequence (P37231 whole entry, looked up, the tested form may be a part): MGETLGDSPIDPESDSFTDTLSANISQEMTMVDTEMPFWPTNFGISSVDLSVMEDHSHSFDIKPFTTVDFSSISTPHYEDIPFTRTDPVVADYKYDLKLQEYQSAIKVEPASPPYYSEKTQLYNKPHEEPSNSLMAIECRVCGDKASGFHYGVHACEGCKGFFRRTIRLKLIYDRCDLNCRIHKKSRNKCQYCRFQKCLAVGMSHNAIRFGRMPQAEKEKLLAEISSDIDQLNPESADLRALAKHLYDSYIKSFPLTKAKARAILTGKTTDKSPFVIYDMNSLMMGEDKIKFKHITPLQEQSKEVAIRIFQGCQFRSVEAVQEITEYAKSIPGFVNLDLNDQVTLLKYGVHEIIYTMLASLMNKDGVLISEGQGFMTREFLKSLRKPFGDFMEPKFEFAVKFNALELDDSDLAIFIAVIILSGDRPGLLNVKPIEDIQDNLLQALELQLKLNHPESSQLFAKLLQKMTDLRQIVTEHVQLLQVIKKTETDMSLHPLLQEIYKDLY
bIAP act = intestinal alkaline phosphatase (bovine) activation; purified bovine IAP, CDP-star luminescence, 30 min; hits give high values; fold of DMSO-control signal, blank-subtracted; activation factor at 20 µM; 200,000 tested, 0.17% active;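 active means activation factor of 2 or more at 20 µM, a signal rise over negative controls twice the positive control's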
bIAP inhibitor = blocks bovine intestinal alkaline phosphatase activity | purified bovine IAP, CDP-star luminescence, 30 min | inhibition, % at 20 µM | 190,000 tested, under 10 active;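 active means over 50% inhibition of intestinal alkaline phosphatase at 20 µM in the single-dose screen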
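System: Purified bovine intestinal alkaline phosphatase (IAP) enzyme | Input: IAP diluted 1/65,000,000 in the well | Also added: CDP-star chemiluminescent phosphatase substrate, 30 µM final | Dosing: 20 µM single dose | Times: Enzyme reaction for 30 min at room temperature | Detection: Luminescence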
STAT3 act = increases IL-6 driven STAT3 reporter signal | U3A cells, IL-6 STAT3-luciferase reporter, luminescence; 100% = signal with IL-6 EC80 alone | AID 871 | 190,000 tested, 0.91% active | activation (% of control), % at 5.6 µM;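 active means activation above the screen-wide mean of compound activation plus 3 SD, cut at about 130% in these data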;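 further: 0% = background luminescence of wells with medium and substrate only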
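Material: STAT3-luciferase reporter U3A cells; Probe or stimulus: IL-6 (33 ng/mL); Incubation: compound pre-incubation 1 h before IL-6, then 6 h stimulation at 37 °C; Technique: luminescence from STAT3-driven luciferase reporter; Evaluation: % activation versus median of IL-6-stimulated wells; Controls: IL-6-only high control.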
TR-FRET SRC-2 ct = counter-screen for PPARgamma SRC-2 recruitment agonists: TR-FRET artefact. TR-FRET ratio at 8 µM. 200,000 tested, 0.4% active. AID 1049. hits give high values; in the data active means TR-FRET ratio above about 2000; further: inactives centre near 1500
STAT3 inh = inhibitors of IL-6 induced STAT3 signaling; U3A cells, IL-6 STAT3-luciferase reporter, luminescence; host cell line lacks STAT1; inhibition, % at 5.5 µM; 190,000 tested, 0.89% active;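 active means inhibition above the mean inhibition across all screened compounds plus 3 SD, cut at about 44% in these data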;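 further: 0% = DMSO only wells and 100% = 100 µM nifuroxazide control wells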
STAT1 blocker = STAT1 signaling inhibition. NIH 3T3 STAT1-luciferase reporter, IFN-gamma, luminescence. inhibition, % at 5.5 µM. 200,000 tested, 0.35% active. AID 920;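 active means inhibition above a set limit, the mean inhibition across all tested compounds plus 3 SD, cut at about 34% in these data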;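 further: 0% = IFN-gamma with DMSO and 100% = IFN-gamma with 300 µM nifuroxazide; values of inactives mirror those of a sister screen read the other way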
ROMK primary = modulators of human ROMK potassium channel; P48048; Tet-inducible ROMK, thallium flux fluorescence; actives lie on both sides; B-score at 10 µM; 130,000 tested, 2% active;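 active means signal ratio slope over the read window, or its plate-corrected B-score, at least 3 SD from the plate mean, either direction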;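 further: B-score of the F/F0 ratio slope over 7 to 12 s after thallium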
TNAP act hiacc = increases human TNAP activity under high phosphate acceptor concentration. P05186. activation factor at 20 µM. 200,000 tested, under 10 active. purified TNAP, CDP-star luminescence, 1 M DEA, 30 min; hits give high values; 0 = EDTA background, 1 = DMSO-only activity;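 active means activation factor at least 2 at 20 µM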
Target sequence (P05186 whole entry, looked up): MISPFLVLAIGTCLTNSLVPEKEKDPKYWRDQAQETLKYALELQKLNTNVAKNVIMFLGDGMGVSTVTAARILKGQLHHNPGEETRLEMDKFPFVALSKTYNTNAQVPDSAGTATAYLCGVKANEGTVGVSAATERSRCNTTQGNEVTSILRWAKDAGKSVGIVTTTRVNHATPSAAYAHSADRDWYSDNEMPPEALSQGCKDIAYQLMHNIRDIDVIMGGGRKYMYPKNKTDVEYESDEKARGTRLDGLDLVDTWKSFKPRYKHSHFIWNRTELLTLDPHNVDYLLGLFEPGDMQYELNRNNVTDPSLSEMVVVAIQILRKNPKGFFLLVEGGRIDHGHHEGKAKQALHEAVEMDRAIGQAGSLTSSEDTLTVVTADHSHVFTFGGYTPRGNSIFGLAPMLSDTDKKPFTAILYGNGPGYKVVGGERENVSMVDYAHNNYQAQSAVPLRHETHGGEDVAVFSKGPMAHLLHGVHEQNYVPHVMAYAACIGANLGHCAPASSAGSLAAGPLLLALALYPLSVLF
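system = human TNAP | amount = enzyme diluted 1/800 final | reagent = 100 µM CDP-star substrate | signal = luminescent substrate turnover signal | dosing = one dose, 20 µM | benchmarks = EDTA negative control, DMSO positive control | measure = activation factor | timing = 30 min reaction, room temperature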
PPARg SRC1 recr = agonists of human PPARgamma SRC-1 coactivator recruitment; P37231; PPARgamma-SRC-1 coactivator recruitment biochemical assay; activation, % at 8 µM; 200,000 tested, 0.41% active; AID 631; in the data active means activation above about 19%;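 further: 0% = DMSO and 100% = reference agonist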
PPARg SRC3 recr = PPARgamma-driven SRC-3 recruitment agonism; biochemical PPARgamma/SRC-3 coactivator recruitment assay; activation, % at 8 µM; P37231; 200,000 tested, 0.26% active; in the data active means activation above about 23%;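 further: 0% = DMSO and 100% = reference agonist; some compounds past the cut are filed as inactive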
Starred values were filed as active, the others as inactive; x = not tested or not shown.

mol	PPARg SRC2 recr	bIAP act	bIAP inhibitor	STAT3 act	TR-FRET SRC-2 ct	STAT3 inh	STAT1 blocker	ROMK primary	TNAP act hiacc	PPARg SRC1 recr	PPARg SRC3 recr
Cc1ccc([C@H]2C(C#N)=C(N)Oc3cc(C)oc(=O)c32)o1	0	1	-5	92	1579	15	5	2	1	-5	2
C/C(=N\NC(=O)NC1CCCCC1)c1ccco1	0	1	-1	104	1543	-3	-6	0.43	1	0	3
O=C(Nc1ccccc1C(=O)NCCCn1ccnc1)c1ccc(Cl)cc1Cl	5	1.2	-24	102	1464	1	5	0.23	1.1	-4	14
O=C(CN1CCCCC1)N1c2ccccc2Sc2ccc(C(F)(F)F)cc21	6	0.9	14	110	1672	-11	1	x	1	6	-2
O=C(CCNC(=O)Cn1ccc2ccccc2c1=O)NCCCN1CCN(c2ccccc2F)CC1	0	1.1	-5	99	1542	7	0	0.18	1.1	8	2
CCC(C)NC(=O)c1ccc2c(c1)N(Cc1ccccc1)C(=O)CS2 (centres undefined)	2	1.1	-7	95	1544	8	6	-0.021	1	-1	0
CC(=O)Nc1cc(-c2nn(CC(=O)N3CCCCC3)c(=O)c3ccccc23)ccc1N1CCOCC1	0	1	-2	99	1319	5	-3	1	1	-2	1
COc1cccc(C(=O)CN(C(=O)c2ccc(Cl)c(Cl)c2)N2C(=O)c3ccccc3C2=O)c1	9	1	2	99	1650	6	-3	x	1	2	2
CC(C)C(c1nnnn1Cc1ccccc1)N1CCc2ccccc2C1 (centres undefined)	-2	1.1	-9	106	1399	0	-5	x	1.1	-3	-8
C(=N\Nc1nc(Nc2ccccc2)nc(Nc2ccccc2)n1)/c1ccncc1	-4	1	2	93	1558	13	0	0.039	1	-3	-3
COCCCNC(=S)N1CCC(NC(=O)Nc2ccc(C)cc2)CC1	-2	1.1	-10	103	1562	2	9	-0.92	1	0	0
CCS(=O)(=O)c1ccc2oc(SCC(=O)Nc3ccc(OC)cc3OC)nc2c1	-1	0.9	6	95	1852	12	-7	0.085	1.1	1	1
CC1CCC2C(=O)N(c3ccc(Cc4ccncc4)cc3)C(=O)C2C1 (centres undefined)	0	1	2	38	1701	74*	32	-3.1*	1	10	-3
COc1ccccc1CNC(=O)C(NC(=O)c1ccccc1)C(C)C (centres undefined)	5	1	-2	99	1879	2	20	0.77	1	1	11
C=CCNC(=O)c1ccccc1NC(=O)c1ccc(Cl)c(S(=O)(=O)Nc2ccccc2)c1	1	1	5	91	1427	16	9	x	1	-2	9
Cc1ccnc2nc(C(=O)N3CCN(S(=O)(=O)c4ccccc4)CC3)nn12	-2	1	3	111	1523	-7	2	x	1.1	4	-15
O=C(N/N=C/c1c[nH]c2ccccc12)C1CC1c1ccccc1 (centres undefined)	6	0.4	x	106	1630	-5	-1	x	1	1	3
O=C(CCCC(=O)OCC1CCCO1)OCC1CCCO1 (centres undefined)	-4	0.9	6	95	1603	9	0	1.2	1	5	7
Cc1cccc(CSc2cn(CC(=O)N3CCOCC3)c3ccccc23)c1	2	0.9	7	114	1532	-22	-32	x	1	4	1
O=C(C1CCC1)N1CCc2cc(S(=O)(=O)Nc3ccc4c(c3)OCO4)ccc21	-4	1	-3	81	1427	25	7	x	1	-8	-19
CC(OC(=O)C1=COCCO1)C(=O)Nc1ccccc1C#N (centres undefined)	9	1	-3	106	1819	-2	-6	-0.58	1.1	3	3
Cc1cc(N2CCN(c3nc(-c4ccc([N+](=O)[O-])cc4)cs3)CC2)c2ccccc2n1	1	1	4	88	1461	18	-3	-0.067	1	1	7
Cc1ccc(S(=O)(=O)N2CCOCC2)cc1C(=O)Nc1ccc2c(c1)CCC2	2	0.6	38	94	1705	7	15	x	0.9	4	2
COc1ccc(CNC(=O)c2cc(-c3ccco3)on2)cc1	1	1	2	99	1498	9	3	0.94	1	5	-3
C/C(CC(=O)Nc1cccc(C(F)(F)F)c1)=N\NC(=O)C(=O)NCC(C)C	-4	1.3	-34	105	1627	0	2	-0.33	1	-3	1
COc1ccc(OCC(=O)OCC(=O)NCc2ccco2)cc1	0	0.9	8	103	1559	2	2	-0.093	1	-2	7
CC(C)c1ccccc1N1CC(C(=O)O)CC1=O (centres undefined)	8	0.9	5	98	1855	6	-11	0.062	1.1	2	-1
O=C(NCCN1CCN(c2ccccc2F)CC1)c1cccn2c(=O)c3ccccc3nc12	2	1	-1	101	1669	6	5	0.21	1	-6	5
O=C(NC(=S)NCC1CCCO1)c1ccc(Br)o1 (centres undefined)	-11	1.1	-7	102	1435	6	-24	-0.46	1.1	-2	1
Fc1ccc(Cn2c(SCc3ccc(F)c(C(F)(F)F)c3)nnc2C(F)(F)F)cc1	8	0.9	6	99	1566	4	2	x	1	6	2

(listing goes on)
mol	PPARg SRC2 recr	bIAP act	bIAP inhibitor	STAT3 act	TR-FRET SRC-2 ct	STAT3 inh	STAT1 blocker	ROMK primary	TNAP act hiacc	PPARg SRC1 recr	PPARg SRC3 recr
COc1ccc(OC)c(S(=O)(=O)Nc2ccc(C(C)=O)cc2)c1	-4	0.9	10	99	1335	5	8	x	1.1	4	7
Cc1ccc(NC(=O)C(=O)NCCN2CCN(Cc3ccc([N+](=O)[O-])cc3)CC2)cc1	9	0.9	8	94	1585	10	9	0.049	1	4	1
NC(=O)c1ccc(NC(=O)COC(=O)c2c3c(nc4ccccc24)/C(=C\c2ccc4c(c2)OCO4)CCC3)cc1	1	1	-3	99	1618	-3	-12	x	0.9	-8	4
COC(=O)Cc1c(C)c2ccc(OCC(=O)N3CCOCC3)cc2oc1=O	12	1	-2	100	1452	5	3	x	1.1	-1	7
Cc1cc(C)c2c(c1)-c1c(ssc1=S)C(C)(C)N2C(=O)CSc1nncn1C	3	1	4	98	1686	4	1	x	1	2	14
O=C(CSc1ccc(Cl)cc1)Nc1ccc(NC(=O)c2ccco2)cc1	-7	0.5	48	103	1517	6	-5	x	1.1	-1	-1
CCC(CC)c1nnc(NC(=O)COc2ccc3c(C)cc(=O)oc3c2)s1	-7	1	-2	104	1389	5	3	x	1	2	-3
C=COCCNC(=O)C1CC(=O)N(c2ccc(C)cc2)C1 (centres undefined)	6	0.9	10	106	1359	-4	-5	0.061	1	4	-2
O=C1[C@H]2C(c3ccccc3)=NN(c3ccccc3)[C@H]2C(=O)N1c1ccccc1	12	1.1	-6	101	1792	1	3	0.093	1	13	4
C=CCN1C(=O)C2(NNc3ccccc3O2)c2ccccc21 (centres undefined)	0	3.9*	-286	104	1439	-9	4	-1.8	0.6	3	8
O=C(CN1CCOCC1)Nc1ncc(Br)cc1Br	5	0.9	6	92	1444	14	11	-0.63	1	1	2
COc1ccc(C(=O)n2nc(-c3ccc(C)cc3)nc2N)cc1OC	1	0.9	10	109	1506	-10	-2	0.019	1	5	-2
O=C(c1ccc(F)cc1)N1CCCC(c2nc(-c3cccs3)no2)C1 (centres undefined)	0	0.8	18	98	1663	5	3	0.3	1	-3	-1
Cc1cccc(NC(=S)N(CCCN2CCOCC2)Cc2ccccn2)c1	3	1.2	-18	101	1705	0	4	-0.58	1	2	4
Cc1ccccc1Cn1nc(C)c(NC(=O)/C=C/c2cnn(C)c2)c1C	2	1	4	102	1395	-1	-2	3.2*	1	-3	-2
OC(CNc1ccccc1)COc1ccc(OCC(O)CNc2ccccc2)cc1 (centres undefined)	-6	0.9	6	99	1522	6	-2	x	1.1	-3	-4
COC(=O)c1sc(NC(=O)C2CCCO2)c(C(=O)OC)c1C (centres undefined)	7	1	5	78	1436	29	-4	-0.7	1	7	4
CC(=O)Nc1ccc2c(c1)C(C)(C)C(C)N2C (centres undefined)	7	1	3	96	1736	7	13	-0.047	0.9	12	5
CCC(C)(C(=O)Nc1ccc2c(c1)OCCO2)N(C(C)=O)c1ccc(C(N)=O)cc1 (centres undefined)	5	1.1	-7	101	1507	2	0	0.66	1	6	-1
Cc1ccc(S(=O)(=O)N2CCC(=O)N(CCOC(=O)Nc3cccc(Cl)c3)CC2)cc1	1	0.9	7	98	1580	-1	6	1	1	7	4
CCc1nnc(NC(=O)c2ccc(-c3ccc(F)cc3)o2)s1	2	1	0	83	1523	23	-2	-0.052	1	5	2
Cc1nn(CC(=O)OC(C)C(=O)Nc2ccccc2[N+](=O)[O-])c(C)c1[N+](=O)[O-] (centres undefined)	5	1.1	-12	92	1452	4	-15	x	1	8	-1
O=C(COc1cccc2ccccc12)NNC(=O)C1CCCO1 (centres undefined)	4	1.5	-46	103	1324	2	-2	0.051	1.1	-4	-2
CCNc1nc(NCC)nc(SCCOC(=O)Nc2ccc(Cl)cc2Cl)n1	-6	1	4	98	1512	6	-9	-0.29	1	-3	1
CCOC(=O)c1sc2ncnc(N3CCN(CC)CC3)c2c1C	-1	1	0	86	1480	18	1	0.14	1	11	2
Cc1ccc(NC(=O)CO/N=C/c2ccc(N(C)C)cc2)cc1	4	1	0	101	1515	3	-7	-0.077	1	2	2
COc1ccc(/C=N/N=C2/NC(=O)C(CC(=O)NC(N)=O)S2)cc1 (centres undefined)	1	1	0	98	1550	8	-7	0.92	1.1	10	2
COc1cc(C(=O)OC2CC3CCC2(C)C3(C)C)ccc1OC(C)=O (centres undefined)	5	1.1	-8	x	1740	x	-2	x	1	9	2
CC1(C)CC(N2CN(C3CCCCC3)CC2=O)CC(C)(C)N1	9	0.8	24	96	1711	12	14	x	1.1	13	0
C/C(CC(=O)NCc1ccco1)=N\NC(=O)COc1ccc(Cl)cc1Cl	2	0.9	5	103	1463	-1	4	3.6*	1.1	-7	3
Cc1nc(Nc2ccc(C(=O)O)cc2)sc1-c1ccccc1	-4	1.1	-14	41	1349	72*	-33	3.7*	1	1	-3

Record cards, as listed above. Order of values: PPARg SRC2 recr	bIAP act	bIAP inhibitor	STAT3 act	TR-FRET SRC-2 ct	STAT3 inh	STAT1 blocker	ROMK primary	TNAP act hiacc	PPARg SRC1 recr	PPARg SRC3 recr
OC(CNc1ccccc1)COc1ccc(OCC(O)CNc2ccccc2)cc1 (centres undefined) across the screens: -6	0.9	6	99	1522	6	-2	x	1.1	-3	-4
C=COCCNC(=O)C1CC(=O)N(c2ccc(C)cc2)C1 (centres undefined) across the screens: 6	0.9	10	106	1359	-4	-5	0.061	1	4	-2
COc1ccc(C(=O)n2nc(-c3ccc(C)cc3)nc2N)cc1OC across the screens: 1	0.9	10	109	1506	-10	-2	0.019	1	5	-2
COc1cc(C(=O)OC2CC3CCC2(C)C3(C)C)ccc1OC(C)=O (centres undefined) across the screens: 5	1.1	-8	x	1740	x	-2	x	1	9	2

Compound activity deposited in PubChem by several laboratories.
